High-throughput results from PubChem BioAssay.
TNAP activators – human TNAP enzyme activators, primary screen, biochemical, luminescent, no phosphate acceptor, uHTS (AID 1001) | Alkaline phosphatase, tissue-nonspecific isozyme (Homo sapiens) | purified TNAP, luminescent activation assay, no phosphate acceptor; higher activation fold means a stronger effect | activation fold at 20 µM; hits with a dose series show EC50 in µM | hit rate 0.03% among 200,000; in the data active = activation fold from about 3, or a potency from the dose series; inactive = the rest, 99 in 100 with activation fold below about 1.6; note: many of its hits are not listed in these tables
T cell HTS – modulators of CD8 T cell-vesicle binding, primary screen, mouse 2C CD8+ T cells, flow cytometry; 2C CD8+ T cell-vesicle binding; active compounds read low; calls only at 7 µM; hit rate 0.068% among 330,000;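 active = response, share of CD8 T cells binding vesicles, and their 90th percentile fluorescence all below set limits, cut at about 80% in these data, passing the limit was not always enough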
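Material: 2C TCR transgenic mouse naive CD8+ T cells, MACS-purified. Also added: QL9-charged Drosophila Ld/ICAM-1/B7-1 vesicles. Timing: binding 1.5 h at 37 °C. Measured by: high-throughput flow cytometry with anti-B7-1 and anti-CD8 staining. Read-out: percent CD8+ FL2 mean versus row control. Controls: Unloaded micro-vesicles (low), QL9 vesicles with 0.7% DMSO (high).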
Autophagy mod – autophagy modulators in MEF cells, primary screen, imaging, high-content, MEF GFP-LC3. AID 463193, 2010. MEF GFP-LC3 puncta imaging; test concentration mostly 10 µM. hit rate 0.98% among 190,000. calls only at 10 µM (by protocol);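 active = percentage of spot-positive cells more than 3 SD above its plate mean, without a fluorescence outlier flag or 80% toxicity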;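 note: spot-positive cell cutoff set from DMSO-treated cells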
MT stabilize HCS – microtubule stabilizers in HeLa cells, primary screen, imaging, high-content imaging; AID 2205, 2009; hit rate 0.83% among 200,000; % tubulin-high responders, % at 10 µM; HeLa tubulin immunostaining HCS, 24 h; share of cells brighter than vehicle mean+2SD;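 active = plate Z-score above 3 for both tubulin-high and condensed-nucleus cell shares, with cell loss under 80%, at 10 µM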;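 note: anti alpha tubulin signal scored within the nucleus-defined area of each cell; some results filed as inactive read as strong as hits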
PMI inhibitors – inhibitors of human PMI, primary screen, biochemical, fluorescence intensity, coupled assay (AID 1209); Mannose-6-phosphate isomerase (Homo sapiens); purified PMI enzyme, coupled fluorescence intensity; higher % means a stronger effect; one-dose inhibition, % at 20 µM; IC50 in µM for titrated hits; hit rate 0.42% among 190,000;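 note: plate controls were DMSO vehicle for no effect and wells lacking substrate for full effect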
Ins promoter up – insulin promoter activators in MIN6 cells, imaging, high-content screening, mouse beta cells. AID 1625, 2009. MIN6 insulin promoter-GFP reporter; active compounds read high. z-score at 5 µM. hit rate 0.3% among 190,000;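 active = z-score above 3 at 5 µM with at least 500 cells counted in the well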
Hep lipid drop – inhibitors of hepatocyte lipid droplet formation, primary screen, imaging, high-throughput imaging, BODIPY stain. AML12 mouse hepatocytes, oleate lipid droplets. hit rate 0.4% among 240,000. AID 1656, 2009. inhibition, % at 6.5 µM;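 active = lipid droplet intensity inhibited by at least 50%, with more than 500 cells counted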
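Material – mouse AML12 hepatocyte cell line, fixed after treatment · Compound dosing – one dose, 6.5 µM compound · Times – compound with oleate, overnight · Measured by – Image-based BODIPY and DAPI two-channel analysis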
b-catenin transl – modulators of beta-catenin nuclear translocation, primary screen, imaging, HeLa cells, immunofluorescence, high-content; nuclear translocation activity, % at 5 µM; hit rate 0.3% among 190,000; AID 1665, 2009;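 active = nuclear translocation activity above 50% at 5 µM, with a well cell count of 50 or more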;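 note: per-cell ratio of nuclear to cytoplasmic median beta-catenin stain intensity; plate controls were DMSO negative control for no effect and GSK-3 inhibitor IX positive control for full effect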
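Test system: human HeLa cells, endogenous beta-catenin. Times: 24 h compound exposure, 37°C. Measured by: beta-catenin immunofluorescence imaging with DAPI.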
PMI inhibition – human PMI inhibitors, high substrate, primary screen, biochemical, fluorescence intensity, high mannose 6-phosphate (AID 1220). Mannose-6-phosphate isomerase (Homo sapiens). recombinant PMI enzyme, coupled fluorescence intensity; higher % means a stronger effect. inhibition, % at 20 µM, or IC50 in µM where a hit was titrated. hit rate 0.66% among 190,000
Ins promoter up cell count – also measured in Ins promoter up; calls as there; cell count; measured here: cytotoxicity, nuclei count;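 total cells summed across four imaged fields per well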
Hep lipid drop cells 6.5 µM – further read-out of Hep lipid drop, marked with its call; cell count; measured here: cell count, cytotoxicity flag;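 cells counted across two imaged fields per well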
b-catenin transl cell count 5 µM – recorded beside b-catenin transl, whose call it bears; cell count; measured here: cell count, cytotoxicity flag
T cell HTS vesicle-bound % – also measured in T cell HTS; calls as there; double positive events, %; measured here: CD8+ vesicle-bound cell fraction;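 binding gate set so that unloaded-vesicle control wells show 10% double positive cells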
MT stabilize HCS Hoechst-high % – further read-out of MT stabilize HCS, marked with its call; % Hoechst-high responders; measured here: nuclear condensation Hoechst responders;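 share of cells brighter than vehicle mean plus two SD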
MT stabilize HCS cytotoxicity % – further read-out of MT stabilize HCS, marked with its call; toxicity, %; measured here: cytotoxicity by cell density;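 0% = mean cell density of plate MIN control wells and 100% = no cells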
Autophagy mod cell loss 18 h – also measured in Autophagy mod; calls as there; toxicity, %; measured here: cell loss, nuclei count;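 cell loss after 18 h compound exposure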
* hit, by the source's call; i = inactive; . = no result given. Cut-off read from the data, not from the text of the source, unless noted: active = inhibition above about 50%; inactive = the rest.

SMILES | TNAP activators | T cell HTS | T cell HTS vesicle-bound % | Autophagy mod | Autophagy mod cell loss 18 h | MT stabilize HCS | MT stabilize HCS Hoechst-high % | MT stabilize HCS cytotoxicity % | PMI inhibitors | Ins promoter up | Ins promoter up cell count | Hep lipid drop | Hep lipid drop cells 6.5 µM | b-catenin transl | b-catenin transl cell count 5 µM | PMI inhibition
COC(=O)c1ccc(C)c(NC(=O)CCSc2ccccc2)c1 | 1 | i | 38 | i | -19 | 2.7 | 1.0 | 9.0 | -11% | 0.24 | 1192 | . | . | -3.7 | 1440 | -29%
Cc1c(NC(=O)C2CCCN2S(=O)(=O)c2ccccc2)c(=O)n(-c2ccccc2)n1C (stereo not given) | 1.1 | i | 36 | i | -1 | 5.1 | 1.6 | 4.8 | -5% | 1 | 1141 | . | . | 1.6 | 1195 | -6%
Cc1sc2c3ccsc3ccc2[n+]1C | 1 | i | 10 | i | 0 | 1.3 | 1.3 | 2.9 | -3% | . | . | -10 | 765 | -2.2 | 648 | -26%
CCOC(=O)c1ccc(NC(=O)CN2C(=O)CSC(C)C2=O)cc1 (stereo not given) | 1.2 | i | 31 | i | -12 | 6.6 | 2.4 | 3.2 | 28% | 0.16 | 1325 | -7 | 650 | -1.3 | 975 | 17%
C(=C\c1nc(-c2ccccc2)no1)/c1ccccc1 | 1.2 | i | 51 | i | 18 | 4.2 | 1.8 | 11 | 8% | -0.46 | 1684 | 23 | 650 | -2.6 | 1135 | 1%
C/C(Cl)=C/CSc1nc2c(c(=O)[nH]c(=O)n2C)n1C(C)C | 1 | i | 40 | i | -6 | 4.5 | 2.8 | 8.2 | -18% | 0.16 | 1525 | . | . | -9.9 | 879 | -9%
COCCN(C(=O)Cn1nnc2ccccc21)C(C(=O)NC1CCCC1)c1ccc(OC)cc1OC (stereo not given) | 1.1 | i | 20 | i | -10 | 3.4 | 2.0 | 1.5 | -11% | -0.37 | 1226 | 6 | 645 | 3.3 | 966 | -1%
O=C(C[n+]1cc(-c2ccccc2)n2c1CCC2)N1c2ccccc2Sc2ccccc21 | 1.1 | i | 44 | i | 12 | 1.9 | 1.1 | 13 | -1% | -0.06 | 965 | 7 | 704 | -0.5 | 1033 | -3%
O=C(O)C(CCCCN1C(=O)C2C3C=CC(C3)C2C1=O)N1C(=O)C2C3C=CC(C3)C2C1=O (stereo not given) | 1.1 | i | 49 | i | 4 | 1.4 | 1.8 | 4.1 | -4% | 0.87 | 1284 | . | . | -8.6 | 994 | -6%
O=C(c1ccccc1)c1c[nH]c(C(=O)NNc2ccccc2)c1 | 1.1 | i | 61 | i | 7 | 4.9 | 2.7 | 8.0 | -70% | -0.1 | 1559 | 36 | 682 | -3.7 | 1156 | -134%

3 entries picked at random from the list so far, as already listed:
SMILES | TNAP activators | T cell HTS | T cell HTS vesicle-bound % | Autophagy mod | Autophagy mod cell loss 18 h | MT stabilize HCS | MT stabilize HCS Hoechst-high % | MT stabilize HCS cytotoxicity % | PMI inhibitors | Ins promoter up | Ins promoter up cell count | Hep lipid drop | Hep lipid drop cells 6.5 µM | b-catenin transl | b-catenin transl cell count 5 µM | PMI inhibition
O=C(C[n+]1cc(-c2ccccc2)n2c1CCC2)N1c2ccccc2Sc2ccccc21 | 1.1 | i | 44 | i | 12 | 1.9 | 1.1 | 13 | -1% | -0.06 | 965 | 7 | 704 | -0.5 | 1033 | -3%
Cc1sc2c3ccsc3ccc2[n+]1C | 1 | i | 10 | i | 0 | 1.3 | 1.3 | 2.9 | -3% | . | . | -10 | 765 | -2.2 | 648 | -26%
COCCN(C(=O)Cn1nnc2ccccc21)C(C(=O)NC1CCCC1)c1ccc(OC)cc1OC (stereo not given) | 1.1 | i | 20 | i | -10 | 3.4 | 2.0 | 1.5 | -11% | -0.37 | 1226 | 6 | 645 | 3.3 | 966 | -1%

Further compounds.
SMILES | TNAP activators | T cell HTS | T cell HTS vesicle-bound % | Autophagy mod | Autophagy mod cell loss 18 h | MT stabilize HCS | MT stabilize HCS Hoechst-high % | MT stabilize HCS cytotoxicity % | PMI inhibitors | Ins promoter up | Ins promoter up cell count | Hep lipid drop | Hep lipid drop cells 6.5 µM | b-catenin transl | b-catenin transl cell count 5 µM | PMI inhibition
Cc1ccc(CN(Cc2cccnc2)C(=S)Nc2cc(Cl)ccc2C)cc1 | 1.2 | i | 39 | i | 12 | 3.8 | 2.9 | 9.1 | 3% | -1.2 | 1218 | -17 | 705 | -3.6 | 1100 | 1%
O=C1COc2ccc(C(=O)CSc3nnc(-c4cccs4)n3Cc3ccccc3)cc2N1 | 1.1 | i | 29 | i | -11 | 1.6 | 1.2 | 6.4 | -10% | 0.42 | 1140 | . | . | 0.0 | 1183 | -11%
COc1ccc(/C=C2\SC(=O)N(CC(=O)NNC(=O)c3ccccc3O)C2=O)cc1OC | 2.4 | i | 37 | i | 11 | 4.6 | 2.0 | 6.0 | 6% | . | . | -3 | 693 | 1.5 | 858 | -12%
O=C(Cc1cccs1)N/N=C/C=C\c1ccccc1[N+](=O)[O-] | 1.1 | i | 47 | i | 10 | 2.2 | 3.3 | 9.1 | -3% | -0.74 | 1241 | 12 | 741 | -0.1 | 1111 | 0%
COc1cc(OC)cc(-n2nc(C(=O)N3CC(C)CC(C)C3)c3ccccc3c2=O)c1 (stereo not given) | 1.1 | i | 34 | i | 6 | 3.8 | 2.2 | 8.3 | 0% | -0.06 | 1150 | 1 | 710 | 0.1 | 1230 | -3%
Cc1ccc(S(=O)(=O)CCC(=O)OCc2ccc(Cl)c(Cl)c2)cc1 | 1.1 | i | 55 | i | -6 | 4.8 | 1.8 | 0.5 | 23% | -0.08 | 1497 | 5 | 616 | -1.1 | 1171 | 8%
O=C(CSc1ccc2ccccc2c1)NCCc1ccc(O)c(O)c1 | 0.5 | i | 32 | i | -6 | 7.4 | 2.3 | 6.9 | 53%* | -3.3 | 1003 | 19 | 718 | -1.0 | 1100 | 32%
O=C(Nc1ccc(N2CCOCC2)c(Cl)c1)c1cc(F)c(F)cc1Cl | 1 | i | 35 | i | -1 | 2.1 | 1.1 | 8.4 | 2% | -1.1 | 991 | 1 | 789 | -2.7 | 1236 | -1%
Cc1ccc(CNc2ccc3c(c2)ncn3C(C)C)cc1 | . | i | 32 | . | . | . | . | . | . | -0.35 | 982 | 3 | 759 | 1.1 | 1377 | .
CCc1ccc(S(=O)(=O)NC(CC(=O)O)c2ccccc2)cc1 (stereo not given) | 1.1 | i | 26 | i | 9 | 7.8 | 3.0 | 9.2 | -10% | 0.49 | 1086 | . | . | -3.9 | 947 | -6%
Nc1nc2c([N+](=O)[O-])cccc2s1 | 1 | i | 38 | i | 1 | 3.5 | 1.5 | 3.9 | 2% | -0.15 | 1523 | -2 | 659 | 1.6 | 1402 | 1%
O=C(COC(=O)/C=C/c1ccccc1)NCc1ccccc1Cl | 1.1 | i | 16 | i | 9 | 1.8 | 1.3 | 0.1 | 4% | 0.46 | 1381 | 7 | 701 | -3.7 | 1110 | -1%
CCOC(=O)C1CCN(C(=O)CN(c2cccc(OC)c2)S(=O)(=O)c2ccccc2)CC1 | 1.1 | i | 33 | i | 17 | 1.4 | 2.2 | 13 | 10% | -0.68 | 1099 | 2 | 810 | -9.2 | 1185 | 4%
COc1cccc(C(=O)N(CN2CCCC2=O)c2cccc(Cl)c2)c1 | 1.1 | i | 44 | i | -2 | 2.7 | 1.2 | 6.4 | -8% | -1.2 | 1596 | . | . | -1.8 | 1404 | -7%
Cc1ccc(/C([O-])=C(/C(=S)NCc2ccco2)[n+]2ccccc2)cc1 | 1.1 | i | 50 | i | -9 | 2.5 | 1.6 | 3.9 | -6% | -0.69 | 950 | -60 | 548 | -3.3 | 1195 | -21%
COCCN1Cc2cccc(C(=O)Nc3ccc(C)cc3)c2C1=O | 1 | i | 45 | i | 19 | 2.3 | 1.7 | 2.8 | 10% | . | . | 0 | 724 | -0.6 | 1101 | 9%
Cc1ccc(NC(=O)N2CCCC(C(=O)O)C2)cc1 (stereo not given) | . | i | 59 | . | . | . | . | . | . | -0.25 | 1088 | -14 | 657 | -0.1 | 1263 | .
O=C1CCc2cc(S(=O)(=O)NC(Cc3ccccc3)C(=O)NC3CCCC3)ccc2N1 (stereo not given) | 1.1 | i | 44 | i | 20 | 3.9 | 1.9 | 12 | 2% | 0.73 | 1002 | . | . | . | . | 4%
CN(C)c1ccc(CN2CCCCCC2)cc1 | 1.2 | i | 40 | i | 26 | 4.6 | 1.9 | 8.1 | 9% | -0.43 | 869 | . | . | 1.1 | 1167 | 16%
CC(C)CC(NC(=O)C1CCC(C)CC1)C(=O)Nc1ccccn1 (stereo not given) | 1.1 | i | 40 | i | 14 | 4.3 | 2.0 | 8.1 | 1% | 0.17 | 1113 | . | . | -6.5 | 939 | 9%
CSc1ncccc1C(=O)OCC(=O)NC(C)C | 1.1 | i | 14 | i | 13 | 2.5 | 2.4 | 6.7 | -12% | -0.37 | 1181 | -2 | 711 | 2.1 | 1007 | -12%
COc1ccc(-c2nnn(CCc3nn[nH]n3)n2)cc1OC | 1 | i | 15 | i | -2 | 7.1 | 1.7 | 4.6 | -1% | 0.65 | 1882 | -12 | 538 | 1.1 | 1015 | -5%
CCOC(=O)c1c(NC(=O)CSc2nc3nc(C)cc(C)n3n2)sc(CC)c1C | 1.1 | i | 57 | i | -1 | 1.1 | 2.3 | 5.8 | 15% | -1.3 | 1335 | -12 | 668 | 1.6 | 1144 | 10%
NS(=O)(=O)c1ccc(NC(=O)NC2CCCCC2)cc1 | 1.1 | i | 38 | i | -5 | 1.6 | 1.7 | 8.3 | 3% | -0.19 | 938 | 16 | 791 | -3.9 | 1190 | 0%
